Screening results (PubChem)
Cathepsin G inh: human cathepsin G inhibitors, primary screen, biochemical, pooled compound mixtures, AMC fluorescence. purified enzyme, AMC-tetrapeptide fluorescence. 0.2% of 62,000 active. P08311. AID 581, 2007. inhibition, % at 5 µM (by protocol);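 active = inhibition above 20% in each of the two mixture wells holding the compound; inactive = inhibition of 20% or less in either well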;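 note: 0% = enzyme control without mixture and 100% = blank lacking enzyme; strong numbers were not always called active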
CatB mix inh: cathepsin B inhibitors from pooled compounds, primary screen, biochemical, compound mixtures, AMC fluorescence; P07858; Purified cathepsin B, AMC dipeptide fluorescence; 0.06% of 62,000 active; inhibition, %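 (ten-compound pools at 5 µM per compound and 50 µM total)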; in the data active = inhibition above about 22%, passing the limit was not always enough;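 note: 0% = enzyme without compound and 100% = no enzyme blank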
CatS block: inhibitors of human cathepsin S, biochemical, compound mixtures. 0.06% of 62,000 active. recombinant cathepsin S, AMC dipeptide fluorescence, pooled mixtures. inhibition, %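 (tested at 5 µM per compound within 10-compound mixtures)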. P25774. AID 501, 2006; in the data active = inhibition above about 32%, passing the limit was not always enough;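 note: 0% = enzyme without compound and 100% = blank without enzyme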
Target sequence (P25774 115-331 limits assumed): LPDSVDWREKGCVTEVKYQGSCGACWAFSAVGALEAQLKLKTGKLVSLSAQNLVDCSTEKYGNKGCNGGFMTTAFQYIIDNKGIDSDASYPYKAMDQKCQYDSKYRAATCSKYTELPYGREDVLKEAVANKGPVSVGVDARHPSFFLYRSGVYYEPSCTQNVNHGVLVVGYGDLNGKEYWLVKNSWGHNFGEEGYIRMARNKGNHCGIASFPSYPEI
CatL block: inhibitors of human cathepsin L, biochemical | Procathepsin L (Homo sapiens), P07711 | purified cathepsin L, fluorogenic substrate, fluorescence | inhibition, %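 (tested at 10 µM)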 | 0.17% of 58,000 active | AID 460, 2006; in the data active = inhibition above about 45%;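 note: 0% = enzyme with no compound and 100% = no enzyme blank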
Target sequence (P07711 114-288 limits assumed): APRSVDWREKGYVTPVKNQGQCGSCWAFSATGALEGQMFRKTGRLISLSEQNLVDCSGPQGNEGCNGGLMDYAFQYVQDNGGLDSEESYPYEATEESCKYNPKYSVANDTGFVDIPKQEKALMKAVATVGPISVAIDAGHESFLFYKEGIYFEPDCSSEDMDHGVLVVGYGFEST
Target sequence (P07711 292-333 limits assumed): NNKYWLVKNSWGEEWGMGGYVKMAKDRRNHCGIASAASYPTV
C1s block: complement C1s protease inhibitors, primary screen, biochemical, 10-compound mixtures; Complement C1s subcomponent (Homo sapiens), P09871; 0.16% of 62,000 active; mean inhibition % of two 10-compound mixtures (hits give high values), % at 5 µM (by protocol); purified C1s, fluorogenic AMC substrate, pooled mixtures; AID 538, 2006;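 active = inhibition above 20% in each of the two 10-compound mixture wells holding the compound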;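 note: 0% = enzyme wells lacking compound mixture and 100% = no-enzyme blank wells; some compounds called inactive have numbers as strong as hits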
AP complement: alternative complement pathway inhibitors, primary screen, biochemical, ELISA, human serum, orthogonally pooled compounds | LPS-coated ELISA, C3 deposition; tested in compound mixtures | inhibition, % at 5 µM | 0.08% of 62,000 active;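 active = inhibition above 30% in each of the two pooled mixtures holding the compound, so the lower value exceeds 30%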;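 note: 0% = serum in Mg-EGTA without compound and 100% = EDTA serum blank; some compounds past the cut are filed as inactive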
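Medium: diluted human serum in Mg2+-EGTA GVB++. Assay system: human serum complement alternative pathway, C3 deposition onto LPS. Also added: Plate-bound LPS. Technique: Anti-C3 ELISA, OD 450 nm. Measure: percent inhibition. Incubation: 1 h at 37 °C. Dosing: 5 µM each compound, pools of ten, 50 µM per pool.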
CatB inh: human cathepsin B inhibitors, primary screen, biochemical, fluorogenic substrate; AID 453, 2006; inhibition, %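 (tested at 10 µM)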; P07858; 0.1% of 63,000 active; purified cathepsin B, fluorescence; in the data active = inhibition above about 21%;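 note: 0% = enzyme with no compound and 100% = no enzyme blank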
FXIa inh mix: FXIa protease inhibitors in compound pools, primary screen, biochemical, 10-compound mixtures; inhibition, % at 5 µM; purified FXIa, fluorogenic substrate, pooled mixtures; Coagulation factor XI (Homo sapiens), P03951; AID 680, 2007; 0.19% of 62,000 active;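 note: each value is inhibition by a whole ten-compound pool holding the compound; 0% = enzyme with no mixture and 100% = wells lacking enzyme; strong numbers were not always called active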
FXIIa mix inh: human factor XIIa inhibitors, primary screen, biochemical, pooled compound mixtures, fluorogenic substrate; purified FXIIa; inhibition, % at 5 µM; 0.2% of 62,000 active;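 note: 0% = enzyme without compound and 100% = no enzyme blank; some results filed as inactive read as strong as hits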
Target sequence (P00748 20-372 limits assumed): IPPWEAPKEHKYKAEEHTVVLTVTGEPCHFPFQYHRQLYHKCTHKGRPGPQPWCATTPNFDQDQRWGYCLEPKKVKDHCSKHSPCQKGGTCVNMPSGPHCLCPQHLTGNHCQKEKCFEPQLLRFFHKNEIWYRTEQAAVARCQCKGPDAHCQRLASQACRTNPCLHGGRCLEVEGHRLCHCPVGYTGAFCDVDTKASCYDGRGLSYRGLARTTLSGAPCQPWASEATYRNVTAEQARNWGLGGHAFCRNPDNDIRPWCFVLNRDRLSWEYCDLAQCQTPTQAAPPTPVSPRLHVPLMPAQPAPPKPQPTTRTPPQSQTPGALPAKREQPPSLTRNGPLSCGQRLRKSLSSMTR
Target sequence (P00748 373-615 limits assumed): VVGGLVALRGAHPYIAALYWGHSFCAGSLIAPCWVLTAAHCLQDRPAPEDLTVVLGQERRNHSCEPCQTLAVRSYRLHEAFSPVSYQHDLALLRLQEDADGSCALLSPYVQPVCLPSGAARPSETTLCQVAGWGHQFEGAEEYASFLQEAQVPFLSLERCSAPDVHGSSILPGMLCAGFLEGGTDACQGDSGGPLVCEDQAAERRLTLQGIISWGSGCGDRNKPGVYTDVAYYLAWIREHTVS
Starred values were filed as active, the others as inactive; . = not tested or not shown. Cut-off read from the data, not from the text of the source, unless noted: active = inhibition above about 20% (passing the limit was not always enough); inactive = the rest. This is a subset. The share of hits here may be higher or lower than overall.

Letters – A = Cathepsin G inh; B = CatB mix inh; C = CatS block; D = CatL block; E = C1s block; F = AP complement; G = CatB inh; H = FXIa inh mix; I = FXIIa mix inh
smiles: O=C(NCCCN1CCOCC1)c1cccs1
  A = 12 | B = 7 | C = 2 | D = 6 | E = 12 | F = 14 | G = . | H = 11 | I = 2

smiles: CN1C(=O)CC(N2CCN(CCN=CC3=C(O)CC(C)(C)CC3=O)CC2)C1=O (centres undefined)
  A = 1 | B = 5 | C = 11 | D = 1 | E = 1 | F = 8 | G = -1 | H = 14 | I = -8

smiles: O=C(CN1CCCC1=O)NC1(C(F)(F)F)NC(=O)N(Cc2ccccc2)C1=O (centres undefined)
  A = 8 | B = 2 | C = -2 | D = -6 | E = 2 | F = 11 | G = 3 | H = 15 | I = 5

smiles: COC(=O)C1=C(CN2CCCc3ccccc32)NC(=O)NC1c1ccc(F)cc1 (centres undefined)
  A = 6 | B = 0 | C = 5 | D = 1 | E = 3 | F = 1 | G = 1 | H = 2 | I = -5

smiles: CCCOCC(O)COc1ccccc1C(=O)N1CCOCC1 (centres undefined)
  A = -11 | B = -2 | C = -15 | D = 1 | E = -53 | F = 5 | G = -1 | H = -14 | I = 4

smiles: C=CCn1c(Cc2cccs2)nnc1SCC(=O)Nc1cccc(OC)c1
  A = 14 | B = 3 | C = 7 | D = 9 | E = 53 | F = 2 | G = 4 | H = 7 | I = 4

smiles: COc1ccc(OC)c(C(=O)CN2CCN(S(=O)(=O)c3ccc(Br)cc3)CC2)c1
  A = 9 | B = 0 | C = 13 | D = 12 | E = -1 | F = -3 | G = 14 | H = -2 | I = 3

smiles: COCCN(CC(=O)NCc1ccc(F)cc1)C(=O)CCC(=O)Nc1ccccn1
  A = 13 | B = 3 | C = -1 | D = -14 | E = 20 | F = -5 | G = 0 | H = 6 | I = 5

smiles: COC(=O)Cc1c(C)c2cc(Cl)c(OC(=O)c3ccco3)cc2oc1=O
  A = -45 | B = -13 | C = -85 | D = -343 | E = -118 | F = -8 | G = -11 | H = -48 | I = 6

smiles: CC1(C)Cc2ccccc2C2CC(O)C(=O)N21 (centres undefined)
  A = 1 | B = -2 | C = 5 | D = 6 | E = -11 | F = 7 | G = 3 | H = 7 | I = 3

smiles: CC12CS(=O)(=O)CC1SC(=S)N2c1ccccn1 (centres undefined)
  A = -1 | B = 4 | C = -5 | D = -2 | E = 6 | F = 4 | G = 4 | H = 16 | I = 5

smiles: Cc1noc(C)c1COC(=O)Cc1ccc(Cl)cc1
  A = -6 | B = 0 | C = 11 | D = 18 | E = -41 | F = -9 | G = 8 | H = 0 | I = -24

smiles: CCn1c(SCC(=O)N2CCOCC2)nc2oc3c(Cl)cc(Cl)cc3c(=O)c2c1=O
  A = 5 | B = 1 | C = 0 | D = 17 | E = -5 | F = 8 | G = 8 | H = 4 | I = -1

smiles: CCOC(=O)N1CCN(c2c(N3CCN(c4ccccn4)CC3)c(=O)c2=O)CC1
  A = 16 | B = 4 | C = 4 | D = 86* | E = 16 | F = 7 | G = 3 | H = 2 | I = 10

smiles: O=c1[nH]c(=O)n(CCO)c2nnn(Cc3ccccc3)c12
  A = 8 | B = 2 | C = 1 | D = 7 | E = 16 | F = -3 | G = 2 | H = 10 | I = 4

smiles: Cc1ccccc1N1C(=O)C(Cl)=C(N2CCN(c3ccccc3)CC2)C1=O
  A = 7 | B = 3 | C = -13 | D = 6 | E = 14 | F = 20 | G = 8 | H = 7 | I = -10

smiles: Cc1cc(Cl)ccc1OCC(=O)N1CC(C)CC(C)C1 (centres undefined)
  A = 10 | B = 2 | C = 3 | D = 3 | E = 12 | F = -7 | G = 6 | H = 4 | I = -18

smiles: O=C1Nc2ccc(S(=O)(=O)N3CCCC3C(=O)O)c3cccc1c23 (centres undefined)
  A = 8 | B = 4 | C = 0 | D = 7 | E = 10 | F = 13 | G = 6 | H = 5 | I = -3

smiles: CCn1c(CC(=O)Nc2cccc(OC)c2)nnc1SCC(=O)N1CCN(c2ccccc2)CC1
  A = -7 | B = 0 | C = -2 | D = 8 | E = 2 | F = -18 | G = -1 | H = 3 | I = 5

smiles: O=C(CSCCSCC(=O)c1ccco1)c1ccco1
  A = 5 | B = -1 | C = -10 | D = 9 | E = -28 | F = 4 | G = 2 | H = -5 | I = -1

smiles: OC1CN=C2CCCc3c2n(c2ccc(Cl)cc32)C1 (centres undefined)
  A = 10 | B = 3 | C = -2 | D = -2 | E = 1 | F = 14 | G = 3 | H = 4 | I = -9

smiles: CCOc1ccc(N2CC(C(=O)Nc3ncccc3C)CC2=O)cc1 (centres undefined)
  A = -4 | B = 3 | C = 7 | D = 6 | E = -14 | F = -9 | G = 9 | H = 3 | I = 10

smiles: CCOC(=O)c1ccc(NC(=O)COc2ccc(S(=O)(=O)NC(C)C)cc2)cc1
  A = 9 | B = 3 | C = 1 | D = 11 | E = 1 | F = 3 | G = 3 | H = 2 | I = -4

smiles: Fc1ccc(OCc2nc(-c3ccc(Br)o3)no2)c(F)c1
  A = 0 | B = 1 | C = 5 | D = 11 | E = -9 | F = 8 | G = 2 | H = 5 | I = 5

smiles: COc1ccc(Cc2nnc(NC(=O)c3c(-c4ccccc4)noc3C)s2)cc1OC
  A = 8 | B = 4 | C = 13 | D = 5 | E = 12 | F = 1 | G = 3 | H = 6 | I = -1

Gathered by group, the compounds so far containing a furan ring, fused or not.
Letters – A = Cathepsin G inh; B = CatB mix inh; C = CatS block; D = CatL block; E = C1s block; F = AP complement; G = CatB inh; H = FXIa inh mix; I = FXIIa mix inh
smiles: COC(=O)Cc1c(C)c2cc(Cl)c(OC(=O)c3ccco3)cc2oc1=O
  A = -45 | B = -13 | C = -85 | D = -343 | E = -118 | F = -8 | G = -11 | H = -48 | I = 6

smiles: O=C(CSCCSCC(=O)c1ccco1)c1ccco1
  A = 5 | B = -1 | C = -10 | D = 9 | E = -28 | F = 4 | G = 2 | H = -5 | I = -1

smiles: Fc1ccc(OCc2nc(-c3ccc(Br)o3)no2)c(F)c1
  A = 0 | B = 1 | C = 5 | D = 11 | E = -9 | F = 8 | G = 2 | H = 5 | I = 5

Additional compounds follow:
Letters – A = Cathepsin G inh; B = CatB mix inh; C = CatS block; D = CatL block; E = C1s block; F = AP complement; G = CatB inh; H = FXIa inh mix; I = FXIIa mix inh
smiles: CCCOc1ccc(N2C(=O)CC(N3CCC(c4nncn4CC)CC3)C2=O)cc1 (centres undefined)
  A = 10 | B = 3 | C = -2 | D = 5 | E = 12 | F = 0 | G = 6 | H = 2 | I = -8

smiles: CCCc1cc(=O)[nH]c(SCC(=O)N2CCC(C(=O)OCC)CC2)n1
  A = -2 | B = 6 | C = 8 | D = -5 | E = -2 | F = 14 | G = -5 | H = 7 | I = 4

smiles: Cc1ccc(C2C3=C(CC(C)(C)CC3=O)Nc3n[nH]c(C)c32)cc1 (centres undefined)
  A = -3 | B = 3 | C = -5 | D = -16 | E = -16 | F = 9 | G = 2 | H = 3 | I = 5

smiles: Cc1cc(C)n2nc(C(=O)OCCOc3ccc(Br)cc3)nc2n1
  A = -5 | B = -6 | C = -8 | D = -6 | E = -23 | F = 14 | G = -1 | H = -1 | I = -5

smiles: COCc1[nH]nc2c1C(c1ccc(F)cc1F)C(C#N)=C(N)O2 (centres undefined)
  A = 1 | B = 5 | C = 19 | D = -6 | E = -1 | F = -1 | G = 5 | H = 8 | I = 9

smiles: Cc1nc2c3cnn(-c4ccc(C)c(C)c4)c3ncn2n1
  A = 2 | B = 7 | C = 3 | D = -8 | E = 0 | F = 2 | G = -3 | H = 2 | I = -28

smiles: COC(=O)c1ccc(NC(=O)CN2CCN(c3cccc(Cl)c3)CC2)cc1
  A = 21 | B = 7 | C = -5 | D = 12 | E = 10 | F = 4 | G = 3 | H = 12 | I = 17

smiles: Cn1c(NC(=O)c2ccccc2Br)cc(=O)n(C)c1=O
  A = 2 | B = 0 | C = 3 | D = -5 | E = 3 | F = 11 | G = 1 | H = 9 | I = 10

smiles: COC1(OC)N=C(N)C2(C#N)C(c3cccc(Oc4ccccc4)c3)C12C#N (centres undefined)
  A = 8 | B = 3 | C = -6 | D = -7 | E = -10 | F = 21 | G = 5 | H = 4 | I = 1

smiles: O=C(CN1CCOc2ccccc21)NCc1ccccc1
  A = 8 | B = 2 | C = 42 | D = 5 | E = 0 | F = -1 | G = 1 | H = -4 | I = 0

smiles: O=c1cc(CO)oc(C(Nc2ccccn2)c2ccccc2F)c1O (centres undefined)
  A = 52 | B = 1 | C = -2 | D = . | E = 16 | F = 21 | G = 6 | H = 32 | I = 3

smiles: CC(=O)Nc1ccc(S(=O)(=O)N2CCN(Cc3ccncc3)CC2)cc1
  A = -6 | B = -2 | C = -5 | D = 5 | E = -75 | F = 2 | G = -2 | H = -7 | I = -18

smiles: CN(Cc1ccccc1)C(=O)CCC(=O)N(C)Cc1ccccc1
  A = -1 | B = -1 | C = 8 | D = 18 | E = -12 | F = 3 | G = 4 | H = 6 | I = -10

smiles: CCc1c(C)nc(N)n2c(SCC(=O)N3CCN(c4ccccc4)CC3)nnc12
  A = -22 | B = -3 | C = -13 | D = -2 | E = -51 | F = 10 | G = -2 | H = -19 | I = 4

smiles: COC(=O)C1=CNC=C(C(=O)OC)C1c1ccccc1Cl
  A = -1 | B = -1 | C = -15 | D = -124 | E = -66 | F = 18 | G = -2 | H = -10 | I = 6

smiles: CC(=O)Nc1ccc(NC(=O)c2c(C)nc3ccccn23)cc1
  A = 11 | B = 2 | C = 3 | D = 5 | E = -11 | F = -1 | G = 5 | H = -1 | I = 2

smiles: O=C(c1ccco1)N1CCN(CCOCCOc2cccc3ccccc23)CC1
  A = 11 | B = -1 | C = -3 | D = 22 | E = -1 | F = -3 | G = 1 | H = -2 | I = 3

smiles: c1ccc(Cc2nnc3sc(-c4ccc5c(c4)OCO5)nn23)cc1
  A = -11 | B = 30 | C = 8 | D = -13 | E = -29 | F = 5 | G = 9 | H = -5 | I = 7

smiles: COc1ccc(NC(C)=O)cc1NC(=O)CSc1nnc(-c2cccnc2)n1C
  A = 9 | B = 2 | C = 11 | D = . | E = -5 | F = 3 | G = 2 | H = 1 | I = -19

smiles: CCCOC(=O)C1=C(C)NC2=C(C(=O)CC(C)(C)C2)C1c1ccc(N(C)C)cc1 (centres undefined)
  A = -8 | B = -5 | C = -6 | D = . | E = -41 | F = 14 | G = 2 | H = -2 | I = -2

smiles: COc1cccc(-c2nnc(NC(=O)Cc3cccs3)s2)c1
  A = 3 | B = 7 | C = -2 | D = -7 | E = 0 | F = 3 | G = -3 | H = 9 | I = 2

smiles: COC(=O)c1[nH]c2ccccc2c1NC(=O)CN1CCN(C/C=C/c2ccccc2)CC1
  A = 9 | B = 8 | C = 12 | D = 11 | E = 9 | F = 5 | G = 5 | H = 3 | I = 7

smiles: CC1(Cc2cn(CCC#N)c3ccccc23)OCCO1
  A = 9 | B = 4 | C = 6 | D = 6 | E = 10 | F = 5 | G = -2 | H = 35 | I = 4

smiles: CCOC(=O)C1CCN(S(=O)(=O)c2c(C)n(C)c(=O)n(C)c2=O)CC1
  A = 6 | B = 4 | C = 1 | D = -1 | E = -1 | F = 21 | G = 2 | H = 2 | I = 11

smiles: O=C(CCCn1c(=S)[nH]c2ccccc2c1=O)NC1CCCC1
  A = 10 | B = 3 | C = 1 | D = 12 | E = 11 | F = 9 | G = 4 | H = 9 | I = 3
